# Screening data as filed in PubChem BioAssay.
# NOD2 RIPK2 PPI: inhibitors of human NOD2-RIPK2 interaction; 0.38% of 360,000 active; O43353; CHO BLA complementation NOD2-RIPK2, CCF4 ratio; inhibition, % at 4.98 µM; in the data active = inhibition above about 21%;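 note: 0% = vehicle only and 100% = reference blocker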
# MC4R antag cAMP: blocks human MC4R cAMP signaling; P32245; MC4R-expressing cells, MTII-stimulated cAMP, LANCE TR-FRET; inhibition, % at 6.5 µM; 0.48% of 360,000 active; AID 540295;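 active = inhibition above its plate's cutoff, the mean of tested wells on that plate plus 3 SD, cut at about 29% in these data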;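 note: 0% = Melanotan II alone and 100% = Melanotan II plus saturating MCL0020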
#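 System – human MC4R-expressing U2OS cells · Also added – Melanotan II · Dosing – one concentration, 6.5 µM nominal · Timing – 30-min compound, 1-h challenge, 1-h detection, room temperature · Measured by – Eu-cAMP/anti-cAMP TR-FRET, emission 671 nm · Replicates – singlicate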
# ABHD5 PLIN5 PPI: ABHD5-PLIN5 protein interaction inhibition; Q00G26+Q8WTS1; Split G. princeps luciferase complementation, luminescence, 4 h; inhibition, % at 4 µM; 0.78% of 360,000 active; AID 602281;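 active = inhibition above the mean inhibition across every tested compound plus 3 SD, cut at about 22% in these data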;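 note: 0% = DMSO only wells and the 100% control is not disclosed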
# Glyco luc inh: N-linked glycosylation inhibition | D54 ERlucT glycosylation luciferase reporter, 24 h; percent of 100 nM tunicamycin response | reporter increase, % at 12.5 µM | 0.23% of 360,000 active | AID 588692;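 active = mean luciferase reporter signal, scaled so untreated is 0 and the glycosylation-blocking control 100, at or above a set limit in every replicate; inconclusive = mean reaches the limit but not every replicate does; inactive = mean below the limit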;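 note: luciferase carries N-glycosylation sites so blocking glycosylation raises the light; 0% = median of neutral control wells and 100% = median of 100 nM tunicamycin wells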
# aDG glyco act: increases alpha dystroglycan glycosylation | Pro5-aDG cells, alpha-DG glycosylation AlphaScreen (IIH6); 0% Pro5, 100% B10-LARGE cell signal | activation, % at 10 µM | 0.22% of 360,000 active;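 active = activation of at least 8% versus controls, or a plate z-score of at least 8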;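 note: Pro5 are CHO cells carrying HIG-tagged alpha-DG that lacks glycosylation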
# MC4R barr agon: activates human MC4R beta-arrestin recruitment. P32245. U2OS MC4R beta-arrestin complementation, luminescence; percent of melanotan II response, DMSO zero. activation, % at 8.9 µM. 0.98% of 360,000 active. AID 540308;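 active = activation above a per-plate cutoff, the mean activation of sample wells on that plate plus 3 SD, cut at about 8% in these data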
# Vif inh: inhibitors of HIV Vif; inhibition, % at 7.49 µM; HEK293T cells, Vif self-association by quenched fluorescence, imaging, 24 h; AID 602346; 0.35% of 340,000 active; in the data active = inhibition above about 50%, passing the limit was not always enough; inconclusive = no clear call, values can overlap the other calls; inactive = below about 31%; note: some results filed as inactive read as strong as hits
# ABCB6 inh 2: human ABCB6 transporter inhibition | K562-ABCB6 porphyrin accumulation, flow cytometry, 1 h; active compounds read low | fluorescence ratio to DMSO, % at 10 µM | 0.19% of 360,000 active | Q9NP58;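 active = fluorescence ratio to DMSO below 75%, the collection mean minus 3 SD; inconclusive = too few cells collected in the well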;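 note: signal is porphyrin accumulated inside mitochondria; 100% equals median channel fluorescence of DMSO control wells; lower ratio means ABCB6 inhibition with less porphyrin fluorescence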
# Granule exo inh: lytic granule exocytosis inhibition; inhibition, % at 10 µM; TALL-104 LAMP-1 surface exposure, flow cytometry; cells stimulated with thapsigargin and PMA; 0.66% of 360,000 active;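 active = inhibition above about 55%, limit read from the data; inconclusive = no clear call, values can overlap the other calls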
# TLR9-MyD88 block: TLR9-MyD88 interaction inhibition; inhibition, % at 4.98 µM; CHO BLA complementation TLR9-MyD88, CCF4 FRET ratio; 0.21% of 340,000 active;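 active = inhibition above the mean over all tested compounds plus 3 SD, cut at about 21% in these data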;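 note: 0% = DMSO only wells and 100% = clavulanate BLA inhibitor control wells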
# Target sequence (Q99836 whole entry, looked up): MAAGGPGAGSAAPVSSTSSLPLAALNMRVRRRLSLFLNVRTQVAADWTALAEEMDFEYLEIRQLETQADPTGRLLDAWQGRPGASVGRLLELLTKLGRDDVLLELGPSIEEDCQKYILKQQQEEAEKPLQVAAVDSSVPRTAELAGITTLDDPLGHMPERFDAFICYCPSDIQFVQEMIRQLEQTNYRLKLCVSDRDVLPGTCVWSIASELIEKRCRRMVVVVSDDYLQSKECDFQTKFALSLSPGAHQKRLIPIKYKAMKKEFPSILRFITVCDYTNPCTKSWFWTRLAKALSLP
# Target sequence (Q9NR96 whole entry, looked up): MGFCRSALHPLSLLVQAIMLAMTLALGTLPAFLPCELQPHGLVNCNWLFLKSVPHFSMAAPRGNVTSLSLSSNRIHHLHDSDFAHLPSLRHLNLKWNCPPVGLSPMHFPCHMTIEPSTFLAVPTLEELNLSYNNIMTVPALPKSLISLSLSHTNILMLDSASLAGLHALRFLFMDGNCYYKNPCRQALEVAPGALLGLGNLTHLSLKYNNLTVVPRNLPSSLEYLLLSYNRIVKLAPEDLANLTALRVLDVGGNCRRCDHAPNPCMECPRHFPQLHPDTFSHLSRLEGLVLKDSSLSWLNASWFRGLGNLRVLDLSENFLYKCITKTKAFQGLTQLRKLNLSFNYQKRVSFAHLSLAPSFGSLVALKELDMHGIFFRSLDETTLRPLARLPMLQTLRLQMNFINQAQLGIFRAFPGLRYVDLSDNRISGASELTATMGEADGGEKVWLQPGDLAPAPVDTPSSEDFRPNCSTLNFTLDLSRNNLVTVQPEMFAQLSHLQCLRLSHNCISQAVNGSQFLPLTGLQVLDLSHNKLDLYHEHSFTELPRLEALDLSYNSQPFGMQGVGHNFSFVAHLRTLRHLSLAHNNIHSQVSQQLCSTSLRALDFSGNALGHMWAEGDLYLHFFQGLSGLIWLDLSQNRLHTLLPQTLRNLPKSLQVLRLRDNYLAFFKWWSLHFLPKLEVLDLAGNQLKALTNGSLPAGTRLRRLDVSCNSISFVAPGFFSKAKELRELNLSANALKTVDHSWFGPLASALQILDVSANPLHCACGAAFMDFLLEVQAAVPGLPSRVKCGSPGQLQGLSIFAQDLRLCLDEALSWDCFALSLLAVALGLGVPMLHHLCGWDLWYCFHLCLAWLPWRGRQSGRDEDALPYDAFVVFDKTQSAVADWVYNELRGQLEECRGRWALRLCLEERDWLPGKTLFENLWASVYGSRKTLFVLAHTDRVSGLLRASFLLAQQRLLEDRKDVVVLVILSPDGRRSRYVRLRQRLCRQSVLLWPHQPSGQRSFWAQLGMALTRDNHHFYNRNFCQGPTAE
# * hit, by the source's call; ? = inconclusive; / = not tested or not shown; & = joins results of further samples.
SMILES,NOD2 RIPK2 PPI,MC4R antag cAMP,ABHD5 PLIN5 PPI,Glyco luc inh,aDG glyco act,MC4R barr agon,Vif inh,ABCB6 inh 2,Granule exo inh,TLR9-MyD88 block
COC(=O)CN1C(=S)N(Cc2ccccc2)C(=O)C1CC(=O)Nc1ccc(OC)cc1 (stereo not given),1,3,-1,1,-0.1,-1.3,17,98,5,-4
O=C(CSc1nc2ccccc2c(=O)n1-c1ccc(SC(F)F)cc1)Nc1ccc(N2CCOCC2)cc1,-6,0,-3,-2,0.0,3.1,23,104,-3,-8
Cc1ccc(/C=N/Nc2ncc(Cl)cc2Cl)s1,-4,-7,-3,0,-0.3,-2.3,-9,118,-7,-7
COc1ccc(Br)cc1/C=N/N1CCN(Cc2ccccc2Cl)CC1,9,-6,-15,0,-0.6,-2.0,-5,101,-13,6
COc1ccc(CNC(=O)CSc2nnc3c(n2)[nH]c2ccc(F)cc23)cc1,-9,3,1,-1,0.1,-0.1,-3,97,0,-3
COc1cccc2cc(C(=O)N3CCN(c4ncccn4)CC3)c(=O)oc12,-11,-2,9,3,0.2,-0.9,8,97,6,6
CCCCC(=O)Nc1nnc(SCC(=O)Nc2ccc(OC)cc2)s1,-1,6,2,1,4.1,-1.0,-3,96,0,10
CC1(C)CC(=O)C2=C(C1)OC(N)=C(C#N)C2CCc1ccccc1 (stereo not given),-3,-1,13,2,0.0,0.2,2,98,-2,-19
CC1CC(C)CN(C(=O)COC(=O)c2ccc3c(c2)OCCO3)C1 (stereo not given),3,-3,4,0,0.5,1.2,14,106,14,-16
CN(C)S(=O)(=O)c1ccc(NC(=O)CSc2ncnc3ccccc23)cc1,1,9,-2,1,-0.5,1.2,-2,110,25,3
CCOc1ccc(NC(=O)C(c2ccccn2)N(C(=O)CCl)c2ccc(F)cc2)cc1 (stereo not given),1,11,0,1,-0.4,-1.0,-4,95,4,-2
O=C(Nc1ccc(S(=O)(=O)Nc2ncccn2)cc1)c1cccnc1,0,8,1,4,0.3,-0.3,0,100,-3,2
Cc1c(CCC(=O)O)c(=O)oc2cc(OCc3ccc(Br)cc3)ccc12,-4,30*,-6,1,0.3,0.3,1,92,-1,-3
O=C(Nc1ccnn1C1CCNCC1)c1ccc2c(c1)OCO2,-8,5,-6,3,0.2,-0.9,25,95,-4,5
O=C(COc1cccc(NC(=O)c2ccccc2)c1)c1ccccc1,-13,-8,1,-2,0.2,0.0,8,98,-6,1
Cc1cc(C)nc(SCC(=O)Nc2ccc(S(=O)(=O)N3CCCCC3)cc2)n1,-6,-2,-9,-7,-0.1,-1.6,-2,88,0,2
CCOC(=O)C1C(c2ccc(O)c(OC)c2)NC(=S)NC1(O)C(F)(F)F (stereo not given),1,9,-5,3,-0.2,3.2,-8,111,-14,-1
Cc1ccc(CCNC(=O)C2CCCN(S(=O)(=O)c3c(C)noc3/C=C/N(C)C)C2)cc1 (stereo not given),-4,0,0,2,0.1,1.4,/,101,10,4
O=C(NCCCCCCOC1=NS(=O)(=O)c2ccccc21)C(=O)Nc1ccccc1,5,3,-3,-6,0.3,-1.7,-2,100,1,5
CC1CC(C)CN(C(=O)Cn2cc(C=O)c3ccccc32)C1 (stereo not given),5,2,4,5,0.9,-2.5,0,97,2,9
Cc1ccc(S(=O)(=O)N(C)C[C@@H]2Oc3ccc(NC(=O)Nc4cccc5ccccc45)cc3C(=O)N([C@H](C)CO)C[C@H]2C)cc1,7,17,0,-6,-0.4,-0.4,0,97,-4,-10
Cc1cccc(C)c1NC(=O)COC(=O)CCc1c[nH]c2ccccc12,-22,4,-8,2,0.0,-0.9,-5,93,5,-7
CC(C)CN1CCC1(C)C(=O)Nc1ccc(OC(F)F)cc1 (stereo not given),-9,-5,-1,0,0.2,0.6,2,102,0,/
COCCCn1cc(CN2CC(N3CCN(Cc4cccc(C)c4)CC3)CS2(=O)=O)nn1 (stereo not given),-3,/,-7,/,-0.1,/,/,101,0,/
COc1ccc(O)c(C(=O)c2cc(SCC(=O)O)c3nc4sc5c(c4c(=O)n3c2)CCCC5)c1,-5,11,-5,2,-0.1,0.7,-3,95,3,-8
COCc1cc(C)nc(SCC[N+](C)(C)CC(=O)Nc2cccc(C(F)(F)F)c2)c1C#N,4,10,15,7,-0.4,0.9,3,103,-11,10
CCOc1ccccc1Nc1cc(C)nc2nnnn12,4,-2,-2,4,-0.2,-1.4,19,97,-3,8
COc1cc(/C=C/C(=O)N2CCCC2)cc(OC)c1OC,-4,4,-1,4,0.0,-1.1,8,103,1,4
CC(C)NC(=O)CC(=O)N/N=C/c1c(F)cccc1Cl,6,4,0,1,0.0,-1.8,3,97,2,-9
CCOC(=O)C1CCCN(C(=O)c2csc(-c3ccc4c(c3)CCO4)n2)C1 (stereo not given),-10,7,-3,0,0.0,-1.9,4,94,-2,-1
COc1cccc(/C=C/C(=O)OC(C)C(=O)Nc2c(C)n(C)n(-c3ccccc3)c2=O)c1 (stereo not given),2,1,-5,-1,0.1,-0.2,-2,103,-2,-1
CC(=O)OCc1c(C(F)(F)F)nn(C)c1Sc1ccccc1,-4,-3,1,0,0.1,-0.9,0,92,2,7
CCSc1nc2ccccc2[nH]1,-7&-17,-1&-3,8&1,1&1,0.1&0.1,0.6&1.9,8&0,94&94,-3&-1,12&6
Cc1cc(CNCc2c(C(=O)N3CCCCCCC3)nc3ccc(Cl)cn23)nn1C,0,-9,-1,-1,-0.4,-1.4,1,105,0,-11
COc1ccc(Br)cc1CNC(=O)C1CCN(S(=O)(=O)N2CCCCC2)CC1,-6,2,-6,-1,0.2,1.4,-1,98,9,-3
O=C(c1ccco1)N1CCN(C(=O)c2ccc(COc3ccc4c(c3)CCC4)o2)CC1,-1,-5,13,-3,0.3,2.6,6,90,-2,6
CN[C@H](C)C(=O)NC[C@H]1O[C@@H](n2ccc(N)nc2=O)[C@H](O)[C@@H]1O,-3,1,1,-1,0.1,0.0,-14,91,-4,14
COc1ccc(CC(=O)Nc2ccc3c(c2)OCO3)cc1S(=O)(=O)N1CCOCC1,-2,-3,1,2,0.1,0.2,6,88,1,-4
CNc1sc(C(=O)c2cccs2)c(N)c1-c1nc2ccccc2s1,-4,-10,0,-8,1.4,-2.1,-2,112,65*,-2
COc1ccc(-c2ccc(/C=N/NC(=O)Cc3nnc(N)s3)o2)cc1Cl,-7,-2,-2,-8,-0.2,-2.0,6,100,6,/
CCOc1ccc2nc(NC(=O)CN3CCN(CC)CC3)sc2c1,11,6,5,-4,0.5,-0.5,2,98,4,4
O=C(COc1cc(F)ccc1[N+](=O)[O-])Nc1cccc(Br)c1,12,3,0,-2,0.0,-3.5,22,93,2,3
COc1ccc2nc(SCCC(=O)O)cc(C)c2c1,2,4,0,4,0.1,-2.5,3,100,1,0
Cc1ccc(NC(=O)C2C3C=CC4(O3)C2C(=O)N(CCCN2CCCCC2)C4C(=O)NC2CCCCC2)cc1Cl (stereo not given),2,4,3,0,-0.1,-0.8,26,90,30,-5
CC(=O)/C(C[N+]1(C)CCCCC1)=N\O,5,0,5,1,0.4,-0.9,4,102,0,7
Cc1ccc(C(=O)NCc2ccc3c(c2)OCO3)c(Cl)c1,-8,3,12,-3,-0.3,-1.3,7,98,-1,-2
COc1ccc(/C=c2\s/c(=C(/C#N)C(=O)NCc3ccco3)n(-c3ccccc3)c2=O)cc1,-10,13,13,-7,-0.5,-1.1,?,96,-2,-1
COc1ccc(-c2noc(-c3ccccc3C(=O)Nc3cccnc3)n2)cc1,-8,3,11,-6,-0.3,-0.9,-7,91,-1,-1
CSc1ccccc1NC(=O)CSCc1ccccc1Br,-8,4,-7,-3,-0.3,1.8,-17,101,-6,-3
O=C(C1CC1)N1N=C(c2ccc(Cl)cc2)CC1(O)C(F)(F)F (stereo not given),-6,-4,-8,-2,0.0,1.1,-14,99,-11,-1
COc1ccc(S(=O)(=O)N(C)C[C@H]2Oc3ccc(NC(=O)C4CCCCC4)cc3C(=O)N([C@H](C)CO)C[C@@H]2C)cc1,-10,3,3,4,1.5,-2.9,2,95,8,6
COc1ccccc1NCC(=O)N/N=C(\C)c1ccc(Br)s1,-10,-2,0,1,0.2,4.0,-11,98,-3,-1
O=S(=O)(NCC(c1ccco1)N1CCc2ccccc21)c1ccccc1 (stereo not given),2,15,-6,-4,-0.1,-0.3,-12,98,-19,-2

# Record cards, from the list above. Order of values: NOD2 RIPK2 PPI | MC4R antag cAMP | ABHD5 PLIN5 PPI | Glyco luc inh | aDG glyco act | MC4R barr agon | Vif inh | ABCB6 inh 2 | Granule exo inh | TLR9-MyD88 block
# `COc1ccccc1NCC(=O)N/N=C(\C)c1ccc(Br)s1` in the list: -10 | -2 | 0 | 1 | 0.2 | 4.0 | -11 | 98 | -3 | -1
# `O=C(CSc1nc2ccccc2c(=O)n1-c1ccc(SC(F)F)cc1)Nc1ccc(N2CCOCC2)cc1` in the list: -6 | 0 | -3 | -2 | 0.0 | 3.1 | 23 | 104 | -3 | -8

# A stretch from the list above:
SMILES,NOD2 RIPK2 PPI,MC4R antag cAMP,ABHD5 PLIN5 PPI,Glyco luc inh,aDG glyco act,MC4R barr agon,Vif inh,ABCB6 inh 2,Granule exo inh,TLR9-MyD88 block
Cc1ccc(NC(=O)C2C3C=CC4(O3)C2C(=O)N(CCCN2CCCCC2)C4C(=O)NC2CCCCC2)cc1Cl (stereo not given),2,4,3,0,-0.1,-0.8,26,90,30,-5
CC(=O)/C(C[N+]1(C)CCCCC1)=N\O,5,0,5,1,0.4,-0.9,4,102,0,7
Cc1ccc(C(=O)NCc2ccc3c(c2)OCO3)c(Cl)c1,-8,3,12,-3,-0.3,-1.3,7,98,-1,-2
COc1ccc(/C=c2\s/c(=C(/C#N)C(=O)NCc3ccco3)n(-c3ccccc3)c2=O)cc1,-10,13,13,-7,-0.5,-1.1,?,96,-2,-1
COc1ccc(-c2noc(-c3ccccc3C(=O)Nc3cccnc3)n2)cc1,-8,3,11,-6,-0.3,-0.9,-7,91,-1,-1
CSc1ccccc1NC(=O)CSCc1ccccc1Br,-8,4,-7,-3,-0.3,1.8,-17,101,-6,-3
O=C(C1CC1)N1N=C(c2ccc(Cl)cc2)CC1(O)C(F)(F)F (stereo not given),-6,-4,-8,-2,0.0,1.1,-14,99,-11,-1
COc1ccc(S(=O)(=O)N(C)C[C@H]2Oc3ccc(NC(=O)C4CCCCC4)cc3C(=O)N([C@H](C)CO)C[C@@H]2C)cc1,-10,3,3,4,1.5,-2.9,2,95,8,6
COc1ccccc1NCC(=O)N/N=C(\C)c1ccc(Br)s1,-10,-2,0,1,0.2,4.0,-11,98,-3,-1
O=S(=O)(NCC(c1ccco1)N1CCc2ccccc21)c1ccccc1 (stereo not given),2,15,-6,-4,-0.1,-0.3,-12,98,-19,-2

# Some of the compounds tested; the hit share may differ from the screen's.
